Compound activity as filed in PubChem.
GPT2 inh – GPT2 alanine aminotransferase inhibition; Q8TD30; Recombinant GPT2, coupled pyruvate oxidase/HRP Amplex Red fluorescence; Potency, µM (top dose mostly 57.7 µM), without a hit: at the highest dose activity change, negative = inhibition, actives largely listed as inhibitors; actives 0.25% (n = 100,000); AID 1671188; also: potency is read from the fitted curve at half-maximal effect; nearly all actives have a fitted effect of over 60% in size; many of its hits are not listed in these tables
Target sequence (Q8TD30 whole entry, looked up): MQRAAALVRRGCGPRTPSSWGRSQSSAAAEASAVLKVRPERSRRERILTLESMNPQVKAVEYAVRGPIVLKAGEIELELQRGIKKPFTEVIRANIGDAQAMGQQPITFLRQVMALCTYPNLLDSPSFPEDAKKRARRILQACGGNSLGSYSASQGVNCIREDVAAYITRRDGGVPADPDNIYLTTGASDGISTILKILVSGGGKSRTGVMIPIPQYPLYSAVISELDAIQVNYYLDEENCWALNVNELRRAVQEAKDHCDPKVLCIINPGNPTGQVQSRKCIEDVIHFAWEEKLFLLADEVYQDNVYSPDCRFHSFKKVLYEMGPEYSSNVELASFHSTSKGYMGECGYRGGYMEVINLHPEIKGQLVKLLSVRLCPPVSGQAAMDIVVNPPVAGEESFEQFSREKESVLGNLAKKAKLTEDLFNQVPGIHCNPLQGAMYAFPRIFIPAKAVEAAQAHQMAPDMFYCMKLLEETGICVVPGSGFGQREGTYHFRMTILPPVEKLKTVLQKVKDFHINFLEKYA
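Recombinant GPT2 (10ng/uL) with 250uM a-KG and 2mM L-alanine, 30 min at room temperature, in HEPES pH 7.5 buffer. Pyruvate detected by pyruvate oxidase/HRP/Amplex Red fluorescence after 30 min in the dark; AOA (50uM) as positive control.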
SNCA expr inh – reduces expression of the alpha-synuclein gene; HEK-293 SNCA-luciferase knock-in, luminescence, 24 h; Potency, µM (series often up to 57.2 µM), for inactives: at the top dose activity change, negative = inhibition, usual class: inhibitors; actives 0.17% (n = 140,000);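 also: potency is read from the fitted curve at half-maximal effect; plate controls were DMSO cells for no effect and cell-free wells for full effect; nearly all actives have a fitted effect of over 45% in size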
IP6K1 inhibitor – IP6K1 kinase inhibition; activity change, % (series mostly up to about 58 µM); Q92551; AID 1645851; actives 0.81% (n = 140,000); IP6K1 kinase, ADP-Glo luminescence, 2 h; stronger effect = lower value; in the data active = activity change below about -25%
Target sequence (Q92551 whole entry, looked up): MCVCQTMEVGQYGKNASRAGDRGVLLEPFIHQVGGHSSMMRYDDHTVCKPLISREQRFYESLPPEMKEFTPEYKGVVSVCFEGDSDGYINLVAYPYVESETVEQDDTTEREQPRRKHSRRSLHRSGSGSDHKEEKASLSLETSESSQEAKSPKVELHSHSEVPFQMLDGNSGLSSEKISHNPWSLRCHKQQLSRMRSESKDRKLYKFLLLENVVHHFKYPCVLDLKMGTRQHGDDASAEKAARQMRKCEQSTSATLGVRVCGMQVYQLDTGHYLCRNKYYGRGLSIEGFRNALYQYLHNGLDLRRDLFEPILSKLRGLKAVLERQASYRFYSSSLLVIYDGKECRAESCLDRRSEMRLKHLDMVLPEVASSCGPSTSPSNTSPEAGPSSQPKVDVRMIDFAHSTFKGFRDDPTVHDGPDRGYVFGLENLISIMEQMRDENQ
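ADP-Glo luminescence measures ADP made by human IP6K1 during a 2 h RT reaction with ATP/IP6 (mix at 1.3 mM/130 uM); top library doses 57.5 and 19.1 uM final.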
NIH3T3 tox – cytotoxic compounds in NIH 3T3 cells; NIH 3T3 viability, CellTiter-Glo ATP luminescence, 48-72 h; Potency, µM (doses to about 96.7 µM), inactives show at the highest dose activity change, negative = cytotoxicity, usual class: inhibitors; actives 4.3% (n = 94,000); AID 1345082; also: potency is read from the fitted curve at half-maximal effect; nearly all actives have a fitted effect of over 55% in size
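Cytotoxicity was measured by CellTiter-Glo ATP luminescence after 48 or 72 h compound exposure at 37 °C. Mouse NIH 3T3 fibroblasts were seeded at 400 cells/well and dosed by 23 nL pin transfer.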
FLuc inh – blocks purified firefly luciferase enzyme activity; P08659; purified P. pyralis luciferase, luminescence, biochemical; Potency, µM (titrated, usually from 115 µM), for the others: at the top dose activity change, negative = inhibition, most hits filed as inhibitors; actives 2.5% (n = 76,000); also: potency is read from the fitted curve at half-maximal effect; nearly all actives have a fitted effect of over 65% in size
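Biochemical qHTS: compound (6-point titration) added to 10uM D-luciferin plus 10uM ATP in Tris acetate pH 7.5 buffer with Mg, Tween-20 and BSA, then purified enzyme at 10nM; light output imaged.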
HEK293 viab – reduces viability of HEK-293 SNCA reporter cells; HEK-293-SNCA-luc viability, GF-AFC fluorescence, 24 h; Potency, µM (titrated, usually from 57.1 µM), for the others: at the top dose activity change, negative = cytotoxicity, hits mostly cytotoxic; actives 0.12% (n = 150,000); AID 1671193;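 also: potency is read from the fitted curve at half-maximal effect; 0% = DMSO-treated cells and -100% = medium-only wells without cells; nearly all actives have a fitted effect of over 30% in size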
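HEK-293-SNCA-luc cells (1500/well) plated 24 h, then exposed 24 h to a dilution series; GF-AFC added 30 min at 37C, fluorescence 405/540 nm; normalised to medium-only and DMSO wells, Hill fit.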
HEK293 tox – HEK 293 cell cytotoxicity. HEK 293 viability, ATP luminescence (CellTiter-Glo), 48-72 h. Potency, µM (highest dose often 115 µM), for inactives: at the highest dose activity change, negative = cytotoxicity, most hits filed as inhibitors. actives 6.6% (n = 94,000). AID 1345083; also: potency is read from the fitted curve at half-maximal effect; nearly all actives have a fitted effect of over 60% in size
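Viability of HEK 293 cells, plated at 250 cells/well, was judged by cellular ATP after compound treatment for 48 or 72 hr. Luminescence was imaged 10 min after CellTiter-Glo addition at room temperature.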
Active calls of the source: *; i = inactive; u = inconclusive; x = not tested or not shown; & = joins results of further samples; [ ] = another dose, or the depositor's remark. Unless noted, calls follow the shape of the dose curve; as a rule, active = well fitted curve in the direction sought with a large enough effect; inconclusive = small, poorly fitted or top-dose-only effect, or another doubt; inactive = no such curve, though single readings can be large; an effect the other way counts as inactive or inconclusive. Unless noted, % is scaled to controls: 0 for no effect and ±100 for the full control effect. Some of the compounds tested; count on the stated rates, not on these rows.

Under each structure – NIH3T3 tox, GPT2 inh, SNCA expr inh, IP6K1 inhibitor, FLuc inh, HEK293 tox, HEK293 viab
Cn1c(=O)c2c(nc(/C=C/c3cccc(Cl)c3)n2C)n(C)c1=O
  x, i, 11%, x, x, x, 0%
Cc1noc([C@@H]2CC(F)(F)CN2C(=O)c2cc(C)on2)n1
  i, i, 7%, -11, 5%, i, 3%
C=C1C2CCC3CC2(CC(O)C2(O)C1CC(OC1OC(CO)C(O)C(O)C1O)C2(C)C)CC3(C)O (stereo not drawn)
  x, u, x, -8, x, x, -9%[23.9 µM]
O=C1NC(=NC2CCCC2)C2(CCCN(Cc3ccccc3)C2)N1c1cc(F)cc(F)c1 (stereo not drawn)
  2%, i, -22%, -5, x, -9%, 2%
Cc1cccc(CNC(=O)CS(=O)(=O)c2cccc3nsnc23)c1
  x, x, 14%, 0, x, x, -14%
Cc1cccc(NC(=O)CSc2nc3c(oc4ccccc43)c(=O)n2-c2ccc(F)cc2)c1
  x, x, -6%, 0, x, x, 5%
CC(C)N1C[C@H](O)C[C@H]1c1nnc2n1CCN(C(=O)c1cnccn1)CC2
  -25%, i, -19%, 2, -14%, 0%, 19%
COc1ccc(Cn2c(=O)c(C(=O)N3CCOCC3)nc3cccnc32)cc1
  -12%, i, -13%, 25, x, -10%, 0%
Cc1nc2c(c(-c3ccc(O)cc3)n1)CN(Cc1ccc(OC(F)(F)F)cc1)CC2
  u, u, -13%, -6, -11%, u, 5%
O=C1c2cnc(-c3ccccc3)nc2OCCN1Cc1ccc(F)cc1F
  -34%[138 µM], i, 127%[activator][87.6 µM], 4, -11%[172 µM], 112µM*, 3%[87.6 µM]
Cc1noc([C@@H]2CN(Cc3ccc(Cl)cc3F)C[C@H]2CO)n1
  -21%, -29%, -5%, -10, -10%, -18%, -8%
CC(C)OC(=O)c1ccc(NC(=O)Cn2nc3c(cc2=O)CCCCC3)cc1
  u, i, -28%, 22, -28%, u, 0%
O=C(Nc1cccc(C(F)(F)F)c1)N[C@H]1CO[C@H]2[C@@H]1OC[C@@H]2n1cc(-c2ccccc2)nn1
  u, -5%, -29%, -13, -29%, u, -6%
O=C(NC[C@H]1O[C@@H](CC(=O)N2CCN(c3ccccc3)CC2)[C@H](O)[C@@H]1O)c1ccccc1
  -11%, -3%, 23%, 4, 0%, 2%, 0%
Cc1cccc(NC(=O)CC2CCCCN(C)C2=O)c1 (stereo not drawn)
  -3%, i, 52%[activator], 27, -25%, 0%, 1%
CC(=O)N1CCc2cc(S(=O)(=O)NC(CC(C)C)C(=O)NCCc3ccc(C)cc3)ccc21 (stereo not drawn)
  x, x, -3%, 26, x, x, -30%
O=C(NC1C[C@H]2CC[C@@H](C1)N2C(=O)C1CCCCC1)c1ccncc1 (stereo partly drawn)
  -10%, i, 11%, 26, -3%, 1%, -11%
Cn1nccc1C(=O)N1CCC2(CC1)OC(=O)N(Cc1ccccc1)C2(C)c1ccccc1 (stereo not drawn)
  u, -15%, u, -4, -1%, 3%, 5%
Cc1ccc2[nH]c(CSc3nnc(NC(=O)COc4ccccc4)s3)cc(=O)c2c1
  x, x, 17%, 23, x, x, -11%
O=S(=O)(c1cccnc1)N1CCC2(CC1)NCCc1c2[nH]c2ccccc12
  u, i, u, -4, 6%, u, 9%[12.5 µM]
COc1ccccc1CCC(=O)N1c2ccccc2CC1c1nc(C2CC2)no1 (stereo not drawn)
  u, i, 8%, 5, 4%, u, 2%
COCCn1ncc(N2CCCC(CC(=O)NCc3ccc(F)cc3)C2)cc1=O (stereo not drawn)
  -7%, -9%, 3%, -1, -3%, -8%, -1%
COCCN1CC2(CCCN(C(=O)c3cc(-c4ccsc4)n[nH]3)C2)CCC1=O (stereo not drawn)
  u, -28%, -21%, 1, 10%, -16%, -10%
O=C(c1ccc(Cl)s1)N1CCCC2(COc3ccccc3S(=O)(=O)N2)C1 (stereo not drawn)
  -24%, -25%, -23%, 14, x, -26%, -4%
Cc1cccc(NC(=O)c2cc(-c3ccc[nH]3)n[nH]2)c1
  -19%, 4%, 47%[activator], -9, 2µM*, -2%, 6%
O=C1COc2ccc(OCc3ccccc3)nc2CN1CCOc1ccccc1
  u, 0%[88.5 µM], -21%[87.6 µM], -12, -2%[172 µM], 89µM*, -6%[87.6 µM]
O=C(Nc1ccc2ncnc(N3CCCCC3)c2c1)c1cccc(F)c1
  u, i, -14%, 23, -7%, u, -28%
CCc1cccc2c(-c3ccccc3)nc(SCC(=O)Nc3ccccc3OC)nc12
  x, x, 29%, -5, x, x, 12%
COc1ccc(C(=O)N2CCN(c3cc(C(F)(F)F)ncn3)CC2)cc1
  -25%, i, 1%, 4, 2%, u, -4%
COc1ccc(C)cc1NC(=O)Cn1c(=O)c(C(F)(F)F)nc2ccccc21
  x, x, -3%, 5, x, x, -2%
CN(Cc1ccco1)C(=O)Cc1cccn1-c1ccc(F)cc1
  4%, -10%, 37%[activator], -1, -19%, -23%, 6%
CC(C)CC(=O)N1CCC2(CC1)CC(C(=O)N1CCOCC1)N(C)C2 (stereo not drawn)
  4%, 2%, -14%, -3, -8%, -3%, 4%
CCCS(=O)(=O)N1C[C@@H](Oc2ccccc2)C[C@@H]1C(=O)N1CCOCC1
  -1%, -2%, 2%, 17, 7%, -1%, -4%
COc1ccccc1-c1cc(C(=O)Nc2ccc(C)cc2)nn2cnnc12
  -18%, i, 27%, 32, x, 35µM*, 2%[12.5 µM]
Cc1cc(N2CCCCC2)nc2ccc(NC(=O)/C=C/c3ccc(OC(C)C)cc3)cc12
  x, x, u, 13, x, x, 5%
CCN1C(=O)c2ccccc2Sc2ccc(NC(=O)Nc3ccc(Br)c(C)c3)cc21
  x, x, 4%, 4, x, x, -9%
CC(=O)N[C@H]1CN(S(=O)(=O)c2ccc(C)c(F)c2)C[C@@H]1C(C)C
  -24%, i, 29%, 1, 1%, u, 0%
Cc1ccc(NC(=O)N2CCC3(CC2)SCC(=O)N3Cc2ccco2)cc1Cl
  u, -17%, 2%, -8, -5%, u, 3%
Cc1ccsc1C(=O)N1CCc2nnc([C@@H]3C[C@@H](O)CN3C(C)C)n2CC1
  -9%, -27%, -7%, 2, -4%, -14%, -1%
Cc1ccc(-c2cc3c(=O)n(CCNC(=O)Cc4ccccc4Cl)ccn3n2)cc1C
  -18%, -2%, 2%, -14, -29%, u, -6%
CNC(=O)Nc1ccc(C)n(CC(=O)NCc2ccccc2C)c1=O
  i, i, -22%, -4, -15%, -3%, 6%
Cc1cc(OC(C)C(=O)Nc2c(C(=O)c3ccc(F)cc3)oc3ccccc23)ccc1Cl (stereo not drawn)
  x, x, 6%, -7, x, x, 17%
C[S+](=O)([O-])c1ccc(-c2nnc3ccc(C(=O)NC4CCCCC4)cn23)cc1
  -8%, -5%, 5%, -9, x, -12%, -14%
COc1ccc(CNC(=O)Cn2c(-c3ccccc3)nc(C)c(CCO)c2=O)cc1
  u, -25%, -14%, -11, 2%, u, -15%
NCCn1cc(C(=O)NCC(O)c2ccccc2C(F)(F)F)nn1 (stereo not drawn)
  0%, 0%, 9%, 6, -1%, 2%, -13%
O=C(Nc1ccc(I)cc1)c1cc(-c2ccc[nH]2)n[nH]1
  u, i, 75%[activator], -10, u, u, -9%
CN1CCC2(Cc3ccccc3CN(C(=O)c3cccc(Cl)c3)C2)C1 (stereo not drawn)
  u, i, 19%, -12, x, u, -1%
CCOCC(=O)N1CCC2(CC1)NCCc1c2[nH]c2ccc(OC)cc12
  -24%, i, 18%, 0, -9%, -10%, -3%[12.5 µM]
COc1cccc(CNC(=O)c2cc3c(=O)n(C)c4ccccc4c3n2C)c1
  x, x, u, 38, x, x, -2%
O=C1CCCN1C1CCN(S(=O)(=O)c2ccccc2)CC1
  -4%[138 µM], 4%[88.5 µM], -3%[87.6 µM], 1, 3%[172 µM], -5%[172 µM], -4%[87.6 µM]
COc1ccc(C(=O)N2CCC(c3nc4ccccc4s3)CC2)cc1Cl
  x, x, 6%, -8, x, x, 15%
CC(C)Cc1nn2c(=O)cc(COC(=O)c3ccccc3NC(=O)C3CCCCC3)nc2s1
  x, x, 36%[activator], 10, x, x, 4%
CSc1ccc(CCNC(=O)Cn2ncc3c(=O)oc4ccc(C)cc4c32)cc1
  x, x, -6%, 4, x, x, 6%
COC(=O)c1ccc(Cl)cc1NC(=O)N1CC(C)Oc2ccccc21 (stereo not drawn)
  x, x, 24%, 17, x, x, -5%
COCC(=O)N1CCC(O)(c2ccccc2)[C@H](N2CCCC2)C1 (stereo partly drawn)
  u, i, -11%, 25, -8%, -19%, -2%
Cn1ccc(Nc2nccc3c(=O)cc(-c4ccccn4)oc23)n1
  u, -7%[88.5 µM], 9%[87.6 µM], -14, -23%[172 µM], -17%[172 µM], -7%[87.6 µM]
Cc1ccsc1C(=O)N1CCC(N2C[C@H](O)C[C@H]2C(=O)NCc2cccnc2)CC1
  i, i, -25%, 9, 2%, i, 8%
CCN(CC)CCCC(C)Nc1ccnc2cc(Cl)ccc12 (stereo not drawn)
  x, -2%, -10%, -3&16, x, x, -15%
CCc1ccc(NC(=O)CSc2nc3ccccc3c(=O)n2CCNC(C)=O)cc1
  x, x, -7%, 23, x, x, 1%
CC(C)CNC1(Cc2cc(CN3CCOCC3)on2)COC1
  3%[174 µM], 5%[88.5 µM], 0%[87.6 µM], 7, -5%[172 µM], 4%[172 µM], -3%[87.6 µM]

A second format for part of the listing above.
> COCC(=O)N1CCC(O)(c2ccccc2)[C@H](N2CCCC2)C1 (stereo partly drawn)
  NIH3T3 tox: u	GPT2 inh: i	SNCA expr inh: -11%	IP6K1 inhibitor: 25	FLuc inh: -8%	HEK293 tox: -19%	HEK293 viab: -2%

> Cn1ccc(Nc2nccc3c(=O)cc(-c4ccccn4)oc23)n1
  NIH3T3 tox: u	GPT2 inh: -7%[88.5 µM]	SNCA expr inh: 9%[87.6 µM]	IP6K1 inhibitor: -14	FLuc inh: -23%[172 µM]	HEK293 tox: -17%[172 µM]	HEK293 viab: -7%[87.6 µM]

(cont.)
Under each structure – NIH3T3 tox, GPT2 inh, SNCA expr inh, IP6K1 inhibitor, FLuc inh, HEK293 tox, HEK293 viab
COC(=O)CC1Oc2ccc(C)cc2-n2cc(-c3ccc(C)cc3)nc21 (stereo not drawn)
  x, x, 29%, 10, x, x, 8%
CCn1nc(C)c(-c2cc(C(=O)NCCc3noc(-c4ccccc4)n3)no2)c1C
  u, i, 17%, 9, u, 50µM*, -24%[12.5 µM]
O=C(Cc1ccc(F)cc1)NC1CCN(c2ccc3nnc(-c4ccccc4)n3n2)C1 (stereo not drawn)
  u, x, x, -10, x, u, x
CC(C)(Oc1ccc(Cl)cc1)C(=O)Nc1cccc(-c2cn3cccnc3n2)c1
  x, x, u, 8, x, x, -6%
